From PubChem
Calb biofilm kill: clotrimazole potentiators killing Candida biofilms, primary screen, with clotrimazole, Alamar Blue; C. albicans biofilm + clotrimazole; inhibition, % at 6 µM; 85,000 compounds, 0.14% hits; AID 834, 2007;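 active = inhibition above 20%; inactive = inhibition below 20%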;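 note: preformed 24 hr biofilms exposed to compound for 48 hr; 0% = biofilm without compound and 100% = blank killed by clotrimazole plus chlorhexidine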
sEH inh: soluble epoxide hydrolase inhibitors, primary screen, biochemical, human sEH | recombinant human sEH enzymatic activity assay | 91,000 compounds, 0.34% hits | AID 707, 2007 | inhibition, % at 2 µM | Bifunctional epoxide hydrolase 2 (Homo sapiens), P34913; in the data active = inhibition above about 80%; note: values of inactives mirror those of a sister screen read the other way; many of its hits are not listed in these tables
Target sequence (P34913 whole entry, looked up): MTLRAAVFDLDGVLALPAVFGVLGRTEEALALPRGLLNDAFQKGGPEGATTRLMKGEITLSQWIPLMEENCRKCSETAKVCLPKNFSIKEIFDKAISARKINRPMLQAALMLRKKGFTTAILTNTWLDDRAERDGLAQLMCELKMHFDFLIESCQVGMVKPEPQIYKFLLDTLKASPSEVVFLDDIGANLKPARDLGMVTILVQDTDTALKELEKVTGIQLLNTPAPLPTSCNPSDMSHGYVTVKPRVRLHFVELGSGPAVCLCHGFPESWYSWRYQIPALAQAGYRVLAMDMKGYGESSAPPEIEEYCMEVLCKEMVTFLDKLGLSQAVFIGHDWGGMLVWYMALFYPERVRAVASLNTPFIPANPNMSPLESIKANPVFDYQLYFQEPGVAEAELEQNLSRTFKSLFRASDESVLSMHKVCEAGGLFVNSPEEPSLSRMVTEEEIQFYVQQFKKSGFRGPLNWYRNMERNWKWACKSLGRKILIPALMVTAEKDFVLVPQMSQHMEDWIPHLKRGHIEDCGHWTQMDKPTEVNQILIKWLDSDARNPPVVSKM
Mac1 fbg inh: inhibitors of CD11b/CD18 adhesion to fibrinogen, primary screen, K562 cells, luminescence; ATPlite luminescence; Mn2+ added to activate the integrin; inhibition, % at 10 µM; Integrin beta-2 (Homo sapiens) + Integrin alpha-M (Homo sapiens), P05107+P11215; AID 1497, 2009; 93,000 compounds, 0.54% hits;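 active = primary inhibition of 50% or more at 10 µM, then 40% or more on retest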; note: some results filed as inactive read as strong as hits
MT1-MMP txn act: MT1-MMP promoter reporter activation – cell-based, luciferase luminescence, primary screen; HT1080 MT1-MMP promoter luciferase reporter, overnight; active compounds read high; activation factor at 10 µM; 86,000 compounds, 0.16% hits; AID 750, 2007;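 active = activation factor of at least 2 for MT1-MMP transcription at 10 µM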
ERa SRC1 pot: enhancers of ERα–SRC-1 coactivator binding, primary screen, biochemical, TR-FRET, ERα LBD, low estradiol. coactivator binding (% of control), % at 25.6 µM. 86,000 compounds, 1.3% hits. Estrogen receptor (Homo sapiens), P03372. TR-FRET ERalpha-LBD/SRC-Cy5 coactivator binding, 2 h; 100 = basal binding, no effect; in the data active = activity above about 200%;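 note: binding measured in presence of low estradiol as agonist stimulus; 0% = peptide alone without receptor and 100% = receptor with peptide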
ERb SRC1 inh: inhibitors of ERβ-SRC1 coactivator interaction, primary screen, biochemical, TR-FRET, ERβ LBD, SRC-1 peptide; TR-FRET ER-beta LBD / SRC1-Cy5 peptide binding; receptor agonist-loaded with 1 µM estradiol; inhibition, % at 25.6 µM; 86,000 compounds, 1.3% hits; AID 633, 2007;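 active = compounds whose percent inhibition of the receptor-coactivator binding signal exceeds about 50% in the single-dose screen, limit read from the data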;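 note: 0% = receptor plus peptide wells without compound and 100% = peptide-only wells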
Target sequence (Q92731 whole entry, looked up, the tested form may be a part): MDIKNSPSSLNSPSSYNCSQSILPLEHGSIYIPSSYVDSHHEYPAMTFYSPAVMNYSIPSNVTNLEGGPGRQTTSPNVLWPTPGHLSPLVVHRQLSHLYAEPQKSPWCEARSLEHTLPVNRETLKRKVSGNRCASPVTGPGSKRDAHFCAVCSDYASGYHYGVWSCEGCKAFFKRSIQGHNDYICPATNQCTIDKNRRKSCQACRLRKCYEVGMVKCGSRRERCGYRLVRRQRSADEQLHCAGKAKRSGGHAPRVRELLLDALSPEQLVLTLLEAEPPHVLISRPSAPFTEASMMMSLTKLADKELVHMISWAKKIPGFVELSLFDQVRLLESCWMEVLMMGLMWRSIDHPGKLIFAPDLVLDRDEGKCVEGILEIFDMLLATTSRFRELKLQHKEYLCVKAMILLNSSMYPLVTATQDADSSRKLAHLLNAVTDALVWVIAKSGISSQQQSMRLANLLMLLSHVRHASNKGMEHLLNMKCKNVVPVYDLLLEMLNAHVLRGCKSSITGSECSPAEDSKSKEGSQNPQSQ
CD11b adhes enh: enhancers of CD11b/CD18 adhesion to fibrinogen, primary screen, K562 cells, luminescence | Integrin beta-2 (Homo sapiens) + Integrin alpha-M (Homo sapiens), P05107+P11215 | ATPlite luminescence | activation, % at 10 µM | 93,000 compounds, 0.07% hits | AID 1499, 2009;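 active = 10 µM primary screen giving 50% or more activity, confirmed by 40% or more on retest at that dose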; note: strong numbers were not always called active; reference of the scale not given here
sEH activator: soluble epoxide hydrolase activators, primary screen, biochemical, human sEH | Bifunctional epoxide hydrolase 2 (Homo sapiens), P34913 | purified human sEH enzymatic activity, activator screen | activation, % at 2 µM | 91,000 compounds, 0.04% hits | AID 717, 2007; in the data active = activation above about 37%; note: values of inactives mirror those of a sister screen read the other way
Smad3 FoxH1 inh: Smad3/FoxH1 peptide binding inhibitors, primary screen, biochemical, TR-FRET; 88,000 compounds, 0.29% hits; TR-FRET Smad3/Dy647-FoxH1 peptide binding, europium anti-His; Mothers against decapentaplegic homolog 3 (Homo sapiens), P84022; inhibition, % at 25 µM; AID 630, 2007;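 active = compounds that reduce the energy-transfer binding signal between the protein and its labelled peptide by more than half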;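 note: 0% = Smad3 plus labelled peptide maximal FRET and 100% = peptide-only background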
* = called active by the depositor; · = no result given; [ ] = another dose, or the depositor's remark. Some of the compounds tested; the hit share may differ from the screen's.

A first look (3 entries):
Abbreviations: A = Calb biofilm kill; B = sEH inh; C = Mac1 fbg inh; D = MT1-MMP txn act; E = ERa SRC1 pot; F = ERb SRC1 inh; G = CD11b adhes enh; H = sEH activator; I = Smad3 FoxH1 inh
1. O=C(CSc1nnc(Cc2ccccc2)n1-c1ccccc1)N1CCOCC1
  A: 6 | B: -5 | C: -3 | D: 1 | E: 116 | F: -8[fluorescence artefact?] | G: -1 | H: 3 | I: 4
2. O=C1c2ccccc2C(=O)N1CCSc1ccccc1
  A: -6 | B: 4 | C: 2 | D: 1.6 | E: 96 | F: 0[fluorescence artefact?] | G: -6 | H: -4 | I: 5
3. O=C1COc2ccc(-c3csc(NCC4CCCO4)n3)cc2N1 (stereo unspecified)
  A: 8 | B: · | C: -2 | D: 1.6 | E: 122 | F: 15 | G: -1 | H: · | I: 15

All compounds of this part (from the top)
Abbreviations: A = Calb biofilm kill; B = sEH inh; C = Mac1 fbg inh; D = MT1-MMP txn act; E = ERa SRC1 pot; F = ERb SRC1 inh; G = CD11b adhes enh; H = sEH activator; I = Smad3 FoxH1 inh
1. O=C(CSc1nnc(Cc2ccccc2)n1-c1ccccc1)N1CCOCC1
  A: 6 | B: -5 | C: -3 | D: 1 | E: 116 | F: -8[fluorescence artefact?] | G: -1 | H: 3 | I: 4
2. O=C1c2ccccc2C(=O)N1CCSc1ccccc1
  A: -6 | B: 4 | C: 2 | D: 1.6 | E: 96 | F: 0[fluorescence artefact?] | G: -6 | H: -4 | I: 5
3. O=C1COc2ccc(-c3csc(NCC4CCCO4)n3)cc2N1 (stereo unspecified)
  A: 8 | B: · | C: -2 | D: 1.6 | E: 122 | F: 15 | G: -1 | H: · | I: 15
4. CCOCCCn1cnc2c(c1=O)c1nc3ccccc3nc1n2-c1ccc(C)cc1
  A: 9 | B: · | C: -8 | D: 1 | E: 99 | F: 4 | G: -5 | H: · | I: 11
5. O=C(O)CCCCC1SCC2NC(=O)NC21 (stereo unspecified)
  A: 8 | B: 0 | C: 12 | D: 1.1 | E: 95 | F: -2 | G: -4 | H: 1 | I: 4
6. N#CCSc1nnc2c(Cl)cc(Cl)cn12
  A: 7 | B: 7 | C: -2 | D: 1.1 | E: 108 | F: 6 | G: -2 | H: -8 | I: 9[fluorescence artefact?]
7. COc1ccc(CNc2ccc3c(c2)nc(C)n3C)cc1
  A: 1 | B: 6 | C: -5 | D: 1.2 | E: 103 | F: 10[fluorescence artefact?] | G: 3 | H: -6 | I: -3
8. Cc1cc(C(=O)CN2C(=O)c3ccccc3S2(=O)=O)c(C)n1CC1CCCO1 (stereo unspecified)
  A: -1 | B: · | C: 18 | D: · | E: 80[fluorescence artefact?] | F: 26[fluorescence artefact?] | G: 6 | H: · | I: 1
9. Cc1ccc(C)c(C(=O)CSc2nnnn2-c2cccnc2)c1
  A: 7 | B: 5 | C: -22 | D: 1.1 | E: 117[fluorescence artefact?] | F: -3[fluorescence artefact?] | G: 5 | H: -2 | I: 2
10. CC1C/C(=C/c2cccn2C)C(=O)/C(=C/c2cccn2C)C1 (stereo unspecified)
  A: -1 | B: 7 | C: 19 | D: 0.9 | E: 66[fluorescence artefact?] | F: -9[fluorescence artefact?] | G: -3 | H: -10 | I: 4
11. COc1ccccc1C(=O)O/N=C(/C)c1ccc(N2C(=O)C3CCCCC3C2=O)cc1 (stereo unspecified)
  A: · | B: -4 | C: 22 | D: · | E: · | F: · | G: 0 | H: 4 | I: ·
12. O=S(=O)(NCc1ccccn1)c1ccccc1
  A: 1 | B: -14 | C: -17 | D: 1.1 | E: 109[fluorescence artefact?] | F: -4 | G: -4 | H: 15 | I: 8
13. CCC(=O)/C=C1\Sc2ccc(OC)cc2N1CC
  A: 4 | B: 0 | C: -24 | D: 1.1 | E: 82 | F: 6 | G: 2 | H: 1 | I: -2
14. c1ccc(-c2nn3c(-c4ccco4)nnc3s2)nc1
  A: 9 | B: -5 | C: 0 | D: 1.1 | E: 72[fluorescence artefact?] | F: 22 | G: 0 | H: 3 | I: 14
15. COc1ccc(CCNC(=O)C2CCN(C(=O)NC3CCCCC3)CC2)cc1
  A: 4 | B: 12 | C: · | D: 1.1 | E: 103 | F: 0 | G: · | H: -9 | I: 3[fluorescence artefact?]
16. Cc1ccc(N(CC(O)CN2CCCC2)S(=O)(=O)c2ccccc2)cc1 (stereo unspecified)
  A: · | B: 8 | C: 9 | D: 1 | E: 112[fluorescence artefact?] | F: -7 | G: -4 | H: -6 | I: 9
17. CCOc1ccc(-n2c(=O)c3c4c(sc3n(CC(=O)NCc3ccco3)c2=O)CCC4)cc1
  A: -4 | B: · | C: -3 | D: 0.9 | E: 129 | F: 17[fluorescence artefact?] | G: -1 | H: · | I: 4
18. Cc1ccc(NC(=O)c2ccccc2)s1
  A: -5 | B: 9 | C: 2 | D: 0.3 | E: 106 | F: 1 | G: -3 | H: -8 | I: -4
19. CCC(c1nnnn1CC1CCCO1)N(CCCO)Cc1cc2cccc(C)c2[nH]c1=O (stereo unspecified)
  A: 6 | B: -10 | C: -25 | D: 0.9 | E: 80 | F: 9 | G: -2 | H: 11 | I: 11
20. COc1ccc(-c2csc(N(CCCN3CCOCC3)C(=O)c3ccco3)n2)cc1
  A: 3 | B: 2 | C: 8 | D: 1.1 | E: 96[fluorescence artefact?] | F: -1 | G: 2 | H: -3 | I: -2
21. O=C(COc1ccccc1)N(Cc1ccco1)C1CCS(=O)(=O)C1 (stereo unspecified)
  A: 4 | B: 6 | C: 8 | D: 1 | E: 154[fluorescence artefact?] | F: 0[fluorescence artefact?] | G: -1 | H: -9 | I: -1
22. CCC(C)NC(=O)CCc1c(C)nc2nc(-c3cc(OC)cc(OC)c3)nn2c1C (stereo unspecified)
  A: -7 | B: -10 | C: -3 | D: 1 | E: 100 | F: -3 | G: -2 | H: 14 | I: -3
23. Cc1nn(C)c(C(=O)Nc2ccc(S(=O)(=O)NC34CC5CC(CC(C5)C3)C4)cc2)c1Br
  A: 6 | B: -1 | C: · | D: 1 | E: 108 | F: -1 | G: · | H: 4 | I: -4
24. COc1ccc(S(=O)(=O)N2CCCC(C(=O)Nc3ccc(OC)c(OC)c3)C2)cc1 (stereo unspecified)
  A: 10 | B: 16 | C: -8 | D: 1.1 | E: 118 | F: 3 | G: -6 | H: -18 | I: -15
25. CC(C)(C)c1cc(NC(=O)COC(=O)c2ccc3c(=O)n4c(nc3c2)CCC4)n(-c2ccccc2)n1
  A: 5 | B: -7 | C: 8 | D: 1.1 | E: 107 | F: 4[fluorescence artefact?] | G: -2 | H: 5 | I: 7
26. CCOC(=O)c1ccccc1NS(=O)(=O)c1ccc(C)cc1
  A: 0 | B: 0 | C: 11 | D: 1.3 | E: 90 | F: 1 | G: -7 | H: -3 | I: 2
27. OC(CN(c1ccccc1)c1ccccc1)Cn1cnc2ccccc21 (stereo unspecified)
  A: 2 | B: -1 | C: 40 | D: 1 | E: 76 | F: -5[fluorescence artefact?] | G: -2 | H: 0 | I: -14
28. CCc1ccc(NC(=O)CSc2nnc(Cc3cccn3C)n2-c2ccc(OC)cc2)cc1
  A: 12 | B: 10 | C: 8 | D: 1.2 | E: 115[fluorescence artefact?] | F: -6 | G: 2 | H: -10 | I: 7
29. Cc1ccc2c(c1)c1nc3ccccc3nc1n2CCN1CCOCC1
  A: 0 | B: · | C: · | D: 1.3 | E: 84[fluorescence artefact?] | F: 0[fluorescence artefact?] | G: · | H: · | I: 4
30. O=C(CCc1ccccc1)Nc1nc2n(n1)C(c1ccccc1)CC(=O)N2 (stereo unspecified)
  A: 9 | B: 5 | C: 9 | D: 1.3 | E: 127 | F: 0[fluorescence artefact?] | G: -1 | H: -8 | I: 9
31. Cc1ccc(Nc2nc3c([nH]2)c(=O)[nH]c(=O)n3C)cc1
  A: · | B: -2 | C: 0 | D: · | E: · | F: · | G: -3 | H: 0 | I: ·
32. CCOC(=O)C1=C(C)Nc2nc(C)nn2C1c1ccc(OCC)c(OC)c1 (stereo unspecified)
  A: -4 | B: · | C: · | D: 1.1 | E: 114 | F: -11[fluorescence artefact?] | G: · | H: · | I: 0
33. COc1ccc(-c2noc(COc3ccccc3OC)n2)cc1OC
  A: 6 | B: · | C: 5 | D: 1.2 | E: 107 | F: -5 | G: 1 | H: · | I: 3
34. CNCC(O)Cn1c(C(F)(F)F)nc2ccccc21 (stereo unspecified)
  A: 3 | B: -10 | C: · | D: 1.3 | E: 109 | F: -15 | G: · | H: 10 | I: 7
35. O=C(CSCc1ccc(Cl)cc1)N/N=C/c1ccccc1
  A: · | B: 50 | C: 6 | D: · | E: · | F: · | G: -5 | H: -48 | I: ·
36. O=C(CSc1nnc(CNC(=O)c2c(F)cccc2Cl)o1)Nc1ccc2c(c1)OCCO2
  A: -6 | B: 3 | C: -2 | D: · | E: 101 | F: 1 | G: -2 | H: -1 | I: 22
37. O=C(CSc1ncn[nH]1)c1ccccc1
  A: 7 | B: 8 | C: -7 | D: 1.3 | E: 81 | F: -1 | G: -2 | H: -8 | I: 4
38. O=C(CSc1nnc(Cn2c(=O)sc3ccccc32)n1-c1ccccc1)NCc1ccco1
  A: 17 | B: · | C: · | D: 1 | E: 142[fluorescence artefact?] | F: 20 | G: · | H: · | I: 9
39. COc1ccc(N(CC(=O)NC2CCCCC2)C(=O)CNC(=O)c2ccco2)cc1OC
  A: -4 | B: 6 | C: · | D: 1.2 | E: 105 | F: -2 | G: · | H: 0 | I: -13
40. Cc1ccc(NC(=O)C2C(c3ccccc3)C=CC(c3ccccc3)C2C(=O)O)cc1 (stereo unspecified)
  A: · | B: 2 | C: 18 | D: · | E: · | F: · | G: -2 | H: 0 | I: ·
41. Cn1cccc1Cc1nnc(SCC(=O)NCc2ccco2)n1CCc1ccccc1
  A: · | B: 6 | C: -18 | D: 1.3 | E: 152[fluorescence artefact?] | F: 9 | G: 5 | H: -4 | I: -4
42. CCn1c(SCC(=O)c2ccc3ccccc3c2)nnc1-c1ccco1
  A: 3 | B: -10 | C: -2 | D: 1.1 | E: 105 | F: -6 | G: 1 | H: 9 | I: 5
43. CC1CCCC(NC(=O)CC2Nc3ccccc3NC2=O)C1C (stereo unspecified)
  A: 5 | B: -3 | C: · | D: 1.1 | E: 122 | F: 4 | G: · | H: 2 | I: 1
44. COc1ccccc1C1CC(=O)NC(C)=C1C(=O)OCC(C)C (stereo unspecified)
  A: 10 | B: -6 | C: · | D: 1.1 | E: 68 | F: 2[fluorescence artefact?] | G: · | H: 6 | I: -8
45. CC1CC(c2ccccc2)n2nc(N3C(=O)c4ccccc4C3=O)nc2N1 (stereo unspecified)
  A: · | B: 8 | C: -11 | D: 1.1 | E: 124 | F: -9 | G: 0 | H: -8 | I: 1
46. Cc1cc(C(=O)CN(Cc2ccc(F)cc2)S(=O)(=O)c2ccc3c(c2)OCCO3)c(C)n1C
  A: 7 | B: 4 | C: -14 | D: 1.1 | E: 125 | F: -4 | G: 0 | H: -5 | I: -6
47. CCCS(=O)(=O)N1CCCC(C(=O)NCCCN2CCN(c3cccc(Cl)c3)CC2)C1 (stereo unspecified)
  A: · | B: 12 | C: 4 | D: 1.1 | E: · | F: · | G: -3 | H: -14 | I: ·
